Screens from PubChem.
ASM inhibitor = Inhibitors of Secretory Acid Sphingomyelinase (S-ASM): qHTS; placental ASM, HMU-PC fluorogenic substrate, 60 min; AID 504937, 2011; Potency, µM (highest dose often 57.5 µM), inactives show at the top dose activity change, negative = inhibition, actives largely listed as inhibitors; 0.006% of 340,000 active; Sphingomyelin phosphodiesterase (Homo sapiens), P17405; note: potency is the fitted concentration of half-maximal effect
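HMU-PC0 cleavage (9 uM final) by human placental ASM, 60 min at 37 °C following 10 min compound exposure at RT; stopped at pH 10, fluorescence Ex 386/Em 447 nm.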
FBPA coupling cs = qHTS Assay for Inhibitors of Fructose-1,6-bisphosphate Aldolase from Giardia Lamblia: Coupling assay counterscreen. coupling enzyme system counterscreen, AmpLite Red fluorescence. activity change, negative = inhibition, % at 58.2 µM, hits read low. 0.67% of 290,000 active; in the data active = activity change below about -30%; note: % is set by controls: 0 for no effect and ±100 for the full control effect
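Activity here indicates interference with the coupling reaction, not aldolase inhibition. Compounds at 57.5 uM final met coupling enzymes for 10 min at RT; substrate and AmpLite Red detection followed, with a 525/598 nm fluorescence read after 20 min.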
KCNH2 3.1 inh = qHTS for Inhibitors of KCHN2 3.1: Mutant qHTS | Potassium voltage-gated channel subfamily H member 2, brain isoform KCNH2 3.1 (human) | U2OS KCNH2 3.1, thallium flux FluxOr; stronger effect = lower value | 0.95% of 340,000 active | AID 720553, 2013 | activity change, % (tested at about 1.8 µM);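 active = maximum activity change below -70%; inconclusive = maximum activity change from -70% to -50%; inactive = maximum activity change above -50%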;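 note: thallium influx rate constant from kinetic fluorescence after stimulation buffer; % is set by controls: 0 for no effect and ±100 for the full control effect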
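We transduce U2OS cells with the mutant 3.1 virus, culture them overnight, load FluxOr with Red40 quencher for 45 min, then add stimulation buffer and read kinetically for 2 min to derive a normalized rate constant.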
AT treatment = qHTS Assay for Identifying a Potential Treatment of Ataxia-Telangiectasia | […] A-T fibroblasts, KAP-1 phosphorylation AlphaLISA; neocarzinostatin DNA damage 30 min before lysis | Potency, µM (highest dose often 57.5 µM), without a hit: top-dose activation, most hits filed as activators | 0.19% of 320,000 active; note: potency is the fitted concentration of half-maximal effect; % of control where 0% means no effect; nearly all actives have a fitted effect of over 45% in size
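hTERT-immortalized A-T patient fibroblasts ([…]), 500 cells/well in OPTI-MEM, 1% FBS, got compounds for 60 min, then NCS for 30 min at 37C. Lysates were then assayed for phospho-KAP-1 by AlphaLISA (anti-pKAP1 donor, anti-KAP1 acceptor beads), 6 hr at 25C.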
MBNL1 CUG block = qHTS Assay for Inhibitors of MBNL1-poly(CUG) RNA binding. 0.036% of 280,000 active. TR-FRET MBNL1-His/biotin-(CUG)12 binding, 665/545 ratio. Potency, µM (doses to about 57.5 µM), for the others: at the highest dose activity change, negative = inhibition, actives largely listed as inhibitors. Muscleblind-like protein 1 (Homo sapiens), Q9NR56; active = well fitted inhibition curve with a large enough effect in the signal ratio, with a control signal flat, not every such curve was filed as active; inconclusive = small, poorly fitted or top-dose-only effect, or effect the other way, or a change in a side signal; inactive = no such curve, though single readings can be large or run the other way; the % refers to the signal ratio; note: potency is the fitted concentration of half-maximal effect; % is set by controls: 0 for no effect and ±100 for the full control effect
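MBNL1-His + Biotin-(CUG)12, cpd titration 92 nM–58 uM; Tb anti-His Ab 0.055 ng/ul, SA-XL665 5 nM (final); 60 min RT; ratiometric 665/545 nm, Ex 340 nm; normalized to buffer and full-complex controls.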
GALK inh = qHTS Assay for Inhibitors of Human Galactokinase (GALK); P51570; Purified GALK, Kinase-Glo residual ATP luminescence; Potency, µM (top dose mostly 57.5 µM), for inactives: at the top dose activity change, negative = inhibition, most hits filed as inhibitors; 0.007% of 270,000 active; AID 1868, 2009; note: potency is the fitted concentration of half-maximal effect; % is set by controls: 0 for no effect and ±100 for the full control effect
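Compounds were pin-transferred into ATP buffer (35 uM final), then GALK plus galactose (5 nM, 100 uM final) was added. After 1 h at room temperature, Kinase-Glo Plus was added and luminescence read after 10 min.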
CXXC DNA block = qHTS Fluorescence Polarization Assay for Inhibitors of MLL CXXC domain - DNA interaction | Potency, µM (series often up to 115 µM), for inactives: at the top dose activity change, negative = inhibition, actives largely listed as inhibitors | AID 2662, 2010 | 0.037% of 290,000 active | MLL-CXXC / FITC-HOXA9 DNA fluorescence polarization; active = well fitted inhibition curve with a large enough effect in the polarisation, with a control signal flat, not every such curve was filed as active; inconclusive = small, poorly fitted or top-dose-only effect, or effect the other way, or a change in a side signal; inactive = no such curve, though single readings can be large or run the other way; the % refers to the polarisation; note: potency is the fitted concentration of half-maximal effect
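Purified MLL-CXXC (added from a 7 uM solution) was preincubated 5 min at ambient with pinned compounds in 50 mM Tris-HCl pH 7.5, 50 mM NaCl, 1 mM DTT, 0.05% BSA. Fluorescein-labeled HOX-A9 DNA (50 nM solution) followed, 30 min, then polarization read.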
hERG WT inh = qHTS for Inhibitors of KCHN2 3.1: Wildtype qHTS. U2OS, BacMam KCNH2, thallium flux FluxOr; stronger effect = lower value. activity change, % at 1.84 µM. 0.37% of 340,000 active. AID 720551, 2013;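 active = maximum activity change below -70%; inconclusive = maximum activity change between -70% and -50%; inactive = maximum activity change above -50%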; note: % is set by controls: 0 for no effect and ±100 for the full control effect
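U2OS cells were transduced with wild-type KCNH2 virus (2.03 x 10^8 / mL) for 4 h at room temperature, then cultured overnight at 37 C. Thallium flux was read with FluxOr dye. Rate constants were normalized to DMSO controls.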
a7 integrin act = qHTS for Activators of Integrin-Mediated Alleviation for Muscular Dystrophy | Potency, µM (series often up to 38.3 µM), for the others: at the highest dose activation, usual class: activators | AID 624291, 2012 | 0.064% of 350,000 active | alpha7betagal myoblasts, beta-gal FDG fluorescence, 48 h;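 note: potency is the fitted concentration of half-maximal effect; 100% = response of the positive control SU9516; nearly all actives have a fitted effect of over 60% in size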
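Alpha7betagal+/- myoblasts (passage 13) were plated 16-24 hr, then exposed to compounds (1:260 dilution of DMSO stock) for 48 hours at 37C. After MPER lysis, β-galactosidase reporter activity was read as FDG fluorescence (ex 480/em 540) after 30 minutes.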
TRPV1 ag = HTS Assay for Compounds that Act as Agonists of the Vanilloid Receptor 1; Transient receptor potential cation channel subfamily V member 1 (Homo sapiens), Q8NER1; TRPV1-expressing cells, Fluo-8 calcium influx, agonist mode; activation, % at 8.33 µM; 0.19% of 320,000 active; in the data active = activation above about 80%; inconclusive = between about 30% and that limit; note: 0% is about no effect
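Cells expressing TRPV1 were dye-loaded with Fluo-8 and read kinetically: 10 s baseline, 3 min after compound (agonist portion), then 2 min after EC20 capsaicin (allosteric enhancer portion). Calcium-bound dye fluorescence at 480/520 nm.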
Active calls of the source: *; ? = inconclusive; . = no result given; [ ] = dose if it differs, or a comment. Unless noted, calls come from the whole dose curve; as a rule, active = well fitted curve in the direction sought with a large enough effect; inconclusive = small, poorly fitted or top-dose-only effect, or another doubt; inactive = no such curve, though single readings can be large; an effect the other way counts as inactive or inconclusive.

SMILES | ASM inhibitor | FBPA coupling cs | KCNH2 3.1 inh | AT treatment | MBNL1 CUG block | GALK inh | CXXC DNA block | hERG WT inh | a7 integrin act | TRPV1 ag
O=C(O)CN1C(=O)C(=O)N(Cc2ccc(Cl)c(Cl)c2)C1=O | 0% | 0 | -8 | 14% | -14% | -2% | -4% | -3 | -26% | -4
COC(=O)c1ccc(OCC(O)CN(CCO)CC(O)Cn2ccc3ccccc32)cc1 (configuration not stated) | 0% | 3 | -13 | -5% | -14% | 2% | 10% | -4 | -9% | 3
C[C@@H]1[C@H](O)C[C@@]23COC(=O)C2=CCC[C@@H]3[C@@]1(C)CC/C(=C/CO)CO | 1% | . | 3 | 9% | . | . | . | 16 | -10% | ?
C[C@H](CO)N1C[C@H](C)[C@@H](CN(C)CC2CCCCC2)Oc2ccc(NC(=O)Cn3cnnn3)cc2C1=O | 5% | . | -5 | 4% | . | . | . | -31 | 22% | .
COc1ccc(-n2c(C)csc2=S)cc1 | 2% | 0 | 0 | 4% | 1% | -2% | 0% | -1 | 23% | 0
O=S(=O)(c1cc(F)ccc1F)N1CCN(C2CCCCC2)CC1 | . | 2 | 4 | -3% | -1% | -3% | 0% | -13 | 32% | 10
CC1=CC(C)(C)NC(=S)N1c1cccc(Cl)c1 | 2% | . | 4 | . | . | . | . | 3 | -8% | .
CCOC(=O)Nc1nnc(Cc2ccc(Cl)c(Cl)c2)s1 | -1% | 0 | -16 | 0% | -1% | -2% | -2% | 0 | 11% | 7
COc1ccc(OC)c(NC(=O)c2ccc3c(=O)n(CCc4ccccc4)c(=S)[nH]c3c2)c1 | -2% | -2 | -7 | 1% | ? | 1% | -6% | 6 | 15% | 5
COC(=O)c1c(C)cc(OC(C)=O)c(C)c1OC(C)=O | 5% | -2 | -2 | 2% | -2% | 0% | -5% | -5 | 2% | 1
Cc1c(Cl)cccc1N=Cc1ccc([N+](=O)[O-])s1 | -7% | -23 | 15 | -6% | 12% | -1% | -5% | 5 | -13% | 1
COc1ccc(N2CCN(C(=O)CCc3nnc4ccc(N5CCCC5)nn34)CC2)cc1 | 4% | . | 6 | 3% | -8% | 5% | 6% | 0 | 0% | -1
O=C(/C=C/c1c(F)cccc1Cl)Nc1ccncc1 | 2% | -1 | 9 | 11% | 11% | 4% | 3% | 14 | 0% | ?
Cc1ccc(S(=O)(=O)N2CCOCC2)cc1C(=O)OC1CCCCC1=O (configuration not stated) | 0% | 3 | -3 | -7% | 5% | 7% | 0% | 1 | 21% | 5
CC(=O)Nc1ccc(NC(=O)c2c([N+](=O)[O-])c(C(C)(C)C)nn2C)cc1 | -2% | 1 | -18 | -11% | -8% | -4% | 0% | -4 | -18% | 4
C=C(c1ccc2nc(NC(=O)OC)[nH]c2c1)c1cccs1 | 0% | . | -39 | . | . | . | . | -18 | -19% | .
COc1ccc(Cl)cc1NC(=O)Cn1nnc(C(=O)NCCc2ccc(OC)c(OC)c2)c1N | -15% | . | -12 | 2% | -12% | 2% | 16% | 2 | 23% | 1
Cc1ccc(Cn2nc(C)c(NC(=O)CSc3nc4c(c(C(F)(F)F)n3)CCc3ccccc3-4)c2C)cc1 | 0% | 0 | -31 | 0% | 3% | 0% | -2% | -18 | 5% | 2
COc1ccc(Nc2oc(-c3ccccc3)nc2C#N)cc1 | 6% | -2 | -6 | -1% | -3% | 0% | ? | -16 | -31% | 12
COc1ccc(NC(=O)CN2CCC(NC(=O)C3CCCCC3)CC2)cc1 | 6% | 1 | 12 | -1% | 3% | 0% | 2% | 2 | 20% | -4
Cc1ccc2sc(N3CCN(C(=O)C4=COCCO4)CC3)nc2c1C | . | . | -3 | -2% | . | . | . | -6 | -6% | ?
Cc1ccnc(NCn2nnc3ccccc32)c1 | 0% | 1 | 4 | -4% | -3% | -1% | 14% | -8 | 5% | 1
Cc1cc(C)cc(NS(=O)(=O)c2cnc(Cl)c(Cl)c2)c1 | -5% | -1 | -9 | -9% | -5% | 0% | -2% | 1 | -36% | 22
CCOC(=O)C1CCCN(S(=O)(=O)c2nc3nc(C)cc(C)n3n2)C1 (configuration not stated) | 2% | . | . | 11% | -7% | 0% | -2% | 26 | -35% | -1
c1n[nH]c(SCCCCSc2ncn[nH]2)n1 | 4% | 1 | 3 | . | -9% | 0% | -5% | 1 | -9% | -2
O=C(c1cc2c(ccc3ccccc32)o1)N1CCN(c2ncc(C(F)(F)F)cc2Cl)CC1 | -10% | -1 | 8 | 3% | 2% | -2% | 14% | 17 | 3% | -1
Cc1sc2nc(CSCC(=O)Nc3ccc(C(F)(F)F)cc3)[nH]c(=O)c2c1C | -5% | . | 7 | 0% | . | . | . | 3 | -9% | 15
NS(=O)(=O)OCc1ccc(C(F)(F)F)cc1 | 2% | -1 | 4 | 4% | -4% | . | 124%[activator] | 2 | 0% | -1
CCC(=O)c1ccc(OCC(=O)Nc2ccc(N3CCOCC3)cc2N2CCOCC2)cc1 | 0% | . | 6 | -4% | -3% | 4% | 13% | -5 | -24% | 2
CCOc1ccc(NC(=O)CSc2nnc(-c3ccccn3)n2C)cc1 | 3% | -3 | 1 | 2% | -19% | 2% | 5% | 11 | 6% | 3
O=C(O)c1ccc(N=C2NC(=O)C(CO)(CO)S2)cc1 | -1% | 8 | -5 | 7% | 3% | -1% | 3% | 7 | ? | 0
NS(=O)(=O)c1cccc(NC(=O)CC23CC4CC(C2)CC(CC(=O)Nc2cccc(S(N)(=O)=O)c2)(C4)C3)c1 | -5% | -4 | 3 | 16% | 7% | -2% | 6% | . | 7% | -7
Cc1nc2ccc(NC(=O)N3CCSCC3)cc2s1 | 6% | -1 | 2 | 2% | 1% | -2% | -1% | -2 | 13% | 15
CN1CCN(c2nc3ccccn3c(=O)c2/C=C(\C#N)S(=O)(=O)c2ccc(Cl)cc2)CC1 | 14% | 4 | -18 | 0% | . | -3% | -7% | 12 | 0% | 15
CCc1cccc(C)c1NC(=O)C1CC(=O)N(C2CCCC2)C1 (configuration not stated) | 1% | . | 7 | 3% | . | . | . | 0 | 2% | -1
FC(F)(F)c1cnc(N2CCCN(C(=S)Nc3ccccc3)CC2)c(Cl)c1 | -10% | -4 | -4 | 1% | -13% | . | 0% | 9 | -42%[inhibitor] | 20
Cc1ccccc1S(=O)(=O)Cc1ccc(C(=O)NC2CCCC2)o1 | 0% | -1 | -3 | 1% | -4% | -1% | -14% | -7 | 20% | 1
Cc1ccc2nc(SCC(=O)N3CCN(c4ccccc4)CC3)[nH]c2c1 | 0% | -1 | -9 | -2% | -3% | . | -2% | -7 | 17% | 17
CCOc1ccccc1NC(=O)COC(=O)COc1c(Cl)cc(Cl)c2ccc(C)nc12 | 4% | . | 5 | . | . | . | . | 17 | 9% | .
CCN1CCc2c(OCC(=O)Nc3ccc(C)cc3)cccc2C1=O | 2% | . | 6 | 7% | -5% | -6% | 15% | -10 | -13% | -1
O=C(Nc1nc(-c2cccs2)cs1)c1cccc(S(=O)(=O)N2CCCCC2)c1 | -11% | -1 | -21 | 1% | 8% | 2% | 29% | -8 | 0% | 2
CCN(C(=O)CN1CCCc2ccccc21)c1c(N)n(Cc2ccccc2)c(=O)[nH]c1=O | . | 1 | . | 1% | 4% | -3% | -1% | . | . | 1
COCCNc1nnc(Cc2ccc(Cl)cc2)c(=O)[nH]1 | -4% | 1 | 3 | -5% | -2% | -4% | 17% | -5 | 21% | -1
N#CC(C#N)=C(N)CSc1cccc[n+]1[O-] | 3% | 1 | 1 | 6% | -2% | 9% | -4% | -8 | -25% | -1
O=C(Nc1nnc(-c2cccs2)o1)c1cccc(Oc2ccccc2)c1 | -6% | 24 | 3 | 8% | -4% | 2% | -5% | -19 | -33% | .
CCOC(=O)c1sc2nc(C)[nH]c(=S)c2c1C | -1% | -1 | -7 | 1% | ? | -2% | 7% | -19 | -27% | 1

An excerpt from further up, as a working copy:
SMILES | ASM inhibitor | FBPA coupling cs | KCNH2 3.1 inh | AT treatment | MBNL1 CUG block | GALK inh | CXXC DNA block | hERG WT inh | a7 integrin act | TRPV1 ag
O=C(Nc1nnc(-c2cccs2)o1)c1cccc(Oc2ccccc2)c1 | -6% | 24 | 3 | 8% | -4% | 2% | -5% | -19 | -33% | .
CCOC(=O)c1sc2nc(C)[nH]c(=S)c2c1C | -1% | -1 | -7 | 1% | ? | -2% | 7% | -19 | -27% | 1
